West Nile antiviral: West Nile virus antiviral activity, cell-based, CPE readout (AID 1621) | West Nile virus-infected cells, CPE inhibition; higher % means a stronger effect | one-dose CPE inhibition, % at 10 µM; IC50 in µM for titrated hits | 290,000 compounds, 0.02% hits; in the data active = a potency from the dose series; inconclusive = CPE inhibition mostly from about 3.7% at the one dose, without a potency; inactive = the rest, 99 in 100 with CPE inhibition below about 2.2%; note: strong numbers were not always called active
SV40 large T antigen: SV40 large T antigen inhibitors, biochemical (AID 1903). SV40 large T antigen ATPase/helicase inhibition assay; higher % means a stronger effect. inhibition, % at 20 µM, or IC50 in µM where a hit was titrated. 310,000 compounds, 0.39% hits; in the data active = a potency from the dose series; inconclusive = inhibition mostly from about 32% at the one dose, without a potency; inactive = the rest, 99 in 100 with inhibition below about 32%; note: strong numbers were not always called active
XIAP displacement: XIAP antagonists, biochemical, IAP family, fluorescence polarization (AID 1018) | XIAP BIR domain, fluorescence polarization peptide displacement; higher % means a stronger effect | displacement, % at 20 µM, or IC50 in µM where a hit was titrated | 200,000 compounds, 0.007% hits; in the data active = displacement above about 50%; note: a part of the inactive calls stands beside numbers as strong as those of hits
Yfh1-off respiration: enhancers of respiration in Yfh1-depleted yeast, dose response, Friedreich's ataxia, plus single-dose screen (AID 1465); S. cerevisiae Yfh1-off respiration, WST-1 reduction, 72 h; higher fold induction means a stronger effect; fold induction at 50 µM, or EC50 in µM where a hit was titrated; 220,000 compounds, 0.074% hits;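 active = fold induction of absorbance versus untreated yeast above a set limit, then at least 30% activation at any dose in follow-up; inconclusive = repeats straddling the limit, or above it without dose testing; inactive = fold induction below the set limit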;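 note: activators that raise dye reduction in frataxin-depleted yeast; strong numbers were not always called active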
CSM14.1 death rescue: rescue of cells from ER stress-induced death, primary screen, 384-well, CSM14.1, thapsigargin, ATP luminescence (AID 1222); CSM14.1 thapsigargin-induced death rescue, ATP luminescence; higher % means a stronger effect; one-dose cellular ATP content (survival), % at 20 µM; EC50 in µM for titrated hits; 190,000 tested, under 10 active;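 active = EC50 below 50 µM in the dose-response confirmation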;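 note: death triggered by thapsigargin at about 15 µM added after 2 h compound pretreatment; cell ATP read after overnight thapsigargin exposure of roughly 18 to 22 hours; normalized against plate controls of thapsigargin alone and 5% DMSO vehicle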
WT yeast gro inh: growth inhibition of WT strain, primary screen, mitochondrial fusion inhibitor project, WT and mutant strains, chemical genetic. mitochondrial fusion phenotypic screen. 190,000 compounds, 2.1% hits. inhibition, % at 10 µM; in the data active = inhibition above about 58%; tested in S. cerevisiae
RSV CPE inhibition: RSV antiviral activity via CPE protection, HEp-2 cells, primary 10 µM value included (AID 2391); 310,000 compounds, 0.13% hits; one-dose CPE inhibition, % at 10 µM; IC50 in µM for titrated hits; HEp-2 cells, RSV-induced CPE inhibition; higher % means a stronger effect; in the data active = a potency from the dose series; inconclusive = CPE inhibition mostly from about 23% at the one dose, without a potency; inactive = the rest, 99 in 100 with CPE inhibition below about 21%; note: strong numbers were not always called active
K1F lysis inhibition: inhibition of K1F phage lysis, E. coli UTI89, bacterial capsule biogenesis inhibitors, alamar blue (AID 488966). E. coli UTI89 K1F phage lysis, alamar blue, 2 h; higher % means a stronger effect. inhibition, % at 100 µM; hits with a dose series show IC50 in µM. 340,000 compounds, 0.02% hits;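 active = phage lysis inhibition, versus mean bacterial control, above a set limit; inconclusive = no clear call, values can overlap the other calls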;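 note: capsule biogenesis inhibitors block K1F phage lysis so surviving cells raise fluorescence; higher fluorescence means more inhibition of phage lysis; actives were called in the ten point dose series up to 300 µM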
NS5 inhibitors: Dengue-2 NS5 methyltransferase inhibitors, primary screen, biochemical, confirmation dose response (AID 588689); Dengue-2 NS5 methyltransferase capping enzyme assay, biochemical; higher % means a stronger effect; 340,000 compounds, 0.3% hits; one-dose inhibition, % at 25 µM; IC50 in µM for titrated hits; Genome polyprotein (Dengue virus type 2 (strain 16681-PDK53)); in the data active = a potency from the dose series; inconclusive = inhibition above about 29% without an active follow-up result
WT yeast gro inh mutant strain: recorded beside WT yeast gro inh, whose call it bears; inhibition, %; mitochondrial fusion phenotypic screen, mutant strain inhibition
NS5 inhibitors pilot replicate: also measured in NS5 inhibitors; calls as there; inhibition, %; measured here: pilot screen replicate inhibition
Active calls of the source: *; i = inactive; ? = inconclusive; nt = not tested or not shown; [ ] = remark or other dose. The order is random. About 2.2% of those tested had a hit in this group.

SMILES	West Nile antiviral	SV40 large T antigen	XIAP displacement	Yfh1-off respiration	CSM14.1 death rescue	WT yeast gro inh	WT yeast gro inh mutant strain	RSV CPE inhibition	K1F lysis inhibition	NS5 inhibitors	others
Cc1noc(C)c1COc1ccc(C(=O)OCC(=O)NC(=O)C2COc3ccccc3O2)cc1 (stereo not drawn)	0.4%	0%	-2.6%	i	-2.5%	13	23	nt	-0.1%	10%
CCOc1cc(-c2conc2N)cc(OCC)c1OCC	0.2%	2%	-1.5%	i	-1.4%	-5	-8	0.4%	2.5%	-10%
COc1ccc(C(=O)N2N=C(c3cccc(OC)c3)CC2(O)C(F)(F)F)cc1 (stereo not drawn)	-0.1%	6%	-4.0%	i	-1.2%	41	-1	?	0.2%	-10%
O=C(Nc1ccc(OCc2ccccc2)cc1)c1cccnc1	0.8%	12%	-9.0%	i	-0.5%	-5	-10	0.4%	3.8%	-1%
O=C(NCc1cccnc1)Nc1ccc(Cl)c(Cl)c1	-0.6%	4%	nt	nt	nt	nt	nt	9.9%	0.4%	-6%	NS5 inhibitors pilot replicate=-5.8
CCCC(=O)Nc1cc(=O)[nH]c2ncnn12	0.0%	-2%	-0.3%	i	0.0%	-26	5	2.9%	0.1%	-4%
Cc1ccc(Nc2nc(C(=O)N3CCC(C(=O)N4CCN(C)CC4)CC3)cs2)cc1	0.0%	13%	-3.5%	i	-1.4%	14	28	0.0%	0.5%	-15%
O=C(O)C1CCCCN1S(=O)(=O)c1ccccc1 (stereo not drawn)	0.1%	9%	2.2%	i	-3.5%	1	61	1.1%	0.5%	-3%
Cc1ccc(NC(=O)c2ccc(CNc3c(N4CCC(C)CC4)c(=O)c3=O)cc2)cc1	0.5%	6%	nt	i	nt	nt	nt	4.4%	-0.6%[50 µM]	-6%
CCOCCCNC(=O)C(NC(=O)Cc1cccs1)c1ccc(OC)cc1 (stereo not drawn)	0.2%	11%	-0.8%	i	-0.5%	13	12	-0.4%	0.4%	-1%
CCCCN(C)CCCNC(=O)c1cn(CC)c2ccc(S(=O)(=O)N3CCOCC3)cc2c1=O	0.1%	12%	nt	nt	nt	nt	nt	-1.2%	0.3%	-3%
Clc1ccc(Nc2ncnc3c2nnn3Cc2ccccc2)cc1	-0.2%	6%	nt	i	nt	nt	nt	2.6%	nt	nt
Fc1ccc(Cl)cc1/C=N/n1cnnc1SCc1ccccc1	0.1%	3%	-2.0%	i	-1.2%	5	10	2.0%	0.1%	-8%
Cc1onc(-c2ccccc2)c1C(=O)N/N=C/c1ccccc1OC(C)C	0.3%	5%	nt	nt	nt	nt	nt	0.4%	0.0%	-3%
CC(C)Cc1ccc(C(C)C(=N)N)cc1 (stereo not drawn)	-0.2%	4%	nt	i	nt	nt	nt	2.4%	-1.0%	-7%
COCCn1c(SCc2ccccc2F)nc2ccccc2c1=O	-1.2%	1%	-1.1%	i	3.4%	53	7	7.9%	-1.0%	-7%
Cc1nc2cc(-c3ccc(Br)cc3)[nH]n2c(=O)c1Cl	1.4%	12%	nt	nt	nt	nt	nt	9.0%	0.0%	1%
COC(=O)c1ccc(CN2C(=O)NC3(CCC(C)CC3)C2=O)o1 (stereo not drawn)	0.2%	20%	-5.6%	i	0.7%	-8	6	0.6%	0.3%	-8%
COc1ccc(/C=N/NC(=O)CCCOc2ccc(Cl)cc2Cl)cc1[N+](=O)[O-]	nt	25%	-4.0%	nt	-1.7%	13	12	7.9%	-0.4%	-3%
CCCNc1ccc(S(=O)(=O)N(C(C)C)C(C)C)cn1	-0.3%	-3%	-6.7%	i	-6.8%	6	-4	1.4%	0.1%	-2%
CCOC(=O)c1cnc(-c2cccc(OC)c2)[nH]c1=O	-0.2%	-1%	-2.4%	i	-2.5%	-5	5	4.6%	-0.2%	-7%
COc1ccc([N+](=O)[O-])c(OC)c1C(=O)Nc1ccc(F)cc1F	0.2%	2%	nt	i	nt	nt	nt	0.0%	0.1%	-3%
Cc1nc2cc(NC(=O)N3CCCC3)ccc2n1C	0.6%	-1%	-3.0%	i	-1.4%	-4	3	-1.3%	0.2%	-3%
COc1cc(S(=O)(=O)Nc2ccc(C)cc2)ccc1N=Cc1c(C)[nH]n(-c2ccccc2)c1=O	-1.1%	10%	-8.6%	i	-2.1%	0	-4	0.5%	0.5%[50 µM]	-13%
N#Cc1c(-c2ccccc2)cc(-c2ccccc2)nc1SCCC(=O)O	0.0%	-5%	nt	nt	nt	nt	nt	-0.4%	-1.4%	17%

(list continues)
SMILES	West Nile antiviral	SV40 large T antigen	XIAP displacement	Yfh1-off respiration	CSM14.1 death rescue	WT yeast gro inh	WT yeast gro inh mutant strain	RSV CPE inhibition	K1F lysis inhibition	NS5 inhibitors	others
O=C(Cc1cccs1)Nc1ccc2c(c1)C(=O)OC2	-0.1%	12%	-0.8%	i	-3.3%	-1	-1	2.2%	0.3%	-6%
CC(OC(=O)c1ccc(NC(=O)CC#N)cc1)C(=O)Nc1ccc(Oc2ccccc2)cc1 (stereo not drawn)	0.4%	4%	nt	nt	nt	nt	nt	3.4%	0.0%	-11%
COc1ccc(CN(C)c2nc(-c3cccnc3)nc3ccccc23)cc1OC	nt	0%	-15%	i	-1.5%	22	-1	7.7%	nt	nt
CCn1cc(/C=N\NC(=O)c2cc(-c3ccccc3OC)nc3ccccc23)c(C)n1	-0.7%	3%	-10%	i	-1.3%	12	3	2.9%	2.6%[50 µM]	3%
CC1(C)CC(=O)C(C=Nc2ccccc2Sc2ccccc2)=C(O)C1	1.1%	0%	-6.2%	i	-1.7%	14	-3	1.7%	-1.6%	-3%
O=c1nc(Nc2cccc(Cl)c2)oc2cc(Cl)oc(=O)c12	0.2%	16%	nt	i	nt	nt	nt	1.6%	0.3%	-18%
CCCCc1c(O)nc(SCCN(C)C)n(-c2ccccc2)c1=O	0.3%	15%	-4.1%	i	2.0%	-21	-12	0.5%	0.6%	0%
COc1ccc(/C=N/NC(=O)c2cccc(Br)c2)cc1CN1CCOCC1	0.3%	5%	nt	i	nt	nt	nt	2.0%	-2.3%	5%
CC(C)=C1SC(N2CCN(c3cccc(Cl)c3)CC2)=NC1=O	-1.6%	4%	-7.0%	i	-2.0%	6	2	?	2.6%	-1%
Cc1cc(C)cc(OCC(O)CN2CC(C)OC(C)C2)c1 (stereo not drawn)	-0.3%	8%	nt	nt	nt	nt	nt	0.3%	0.9%	0%
COc1ccc(S(=O)(=O)N2CCC(C(=O)N[C@H](C(=O)NC3CCCC3)C(C)C)CC2)cc1	-0.3%	nt	nt	nt	nt	nt	nt	1.2%	0.0%	-8%
COc1ccccc1CNC(=O)C1CCN(S(=O)(=O)c2ccc3c(c2)CC(C)N3C(=O)C2CC2)CC1 (stereo not drawn)	0.0%	7%	nt	nt	nt	nt	nt	4.6%	0.9%	-4%
Cc1ccc(S(=O)(=O)N2CCCCC2)cc1NS(=O)(=O)c1cccc(C(=O)O)c1	-0.4%	19%	-3.0%	i	-4.2%	-4	19	3.6%	4.1%	4%
CCOC(=O)c1oc2cc(O)ccc2c(=O)c1-c1csc(C)n1	-0.1%	-1%	-1.6%	i	1.1%	-17	4	nt	0.1%	2%
O=C(CSCC(=O)Nc1ccc2ccccc2c1)NCc1ccccc1	0.6%	25%	-1.7%	i	-0.5%	11	5	0.0%	0.2%	-2%
Cc1ccc(CNC(=O)N2CCN(c3ccc(C)cc3)CC2)cc1	-1.3%	4%	nt	nt	nt	nt	nt	3.7%	1.6%	-1%	NS5 inhibitors pilot replicate=-3.6
COCOc1ccc(C=O)c(O)c1	-0.4%	4%	nt	i	nt	nt	nt	1.6%	5.1%	1%
O=C(c1cccc([N+](=O)[O-])c1)N1CCCC(C(=O)N2CCCCC2)C1 (stereo not drawn)	0.1%	4%	nt	i	nt	nt	nt	0.1%	-0.9%	8%
CCOc1c(OC(C)=O)ccc(/C=C2\N=C(SCC)SC2=O)c1[N+](=O)[O-]	0.3%	20%	-2.9%	i	-1.8%	-1	8	0.6%	2.7%	-8%
COc1cc(-c2noc(C)c2C#Cc2ccc(N)cc2)cc(OC)c1OC	-1.6%	1%	nt	nt	nt	nt	nt	5.8%	0.3%	-6%
Fc1cccc(F)c1/C=C/c1ccc2ccccc2n1	-0.6%	9%	-5.3%	i	1.8%	50	39	3.0%	11%	-1%
COc1cc(C(N)=O)cc(Cl)c1OCc1ccccc1	-0.7%	6%	8.8%	i	1.0%	-5	-13	?	1.4%[50 µM]	3%
Cc1nn(-c2ccccc2)cc1C(=S)Nc1ccccc1	-1.1%	22%	-7.5%	i	-1.6%	36	15	?	0.1%	-5%
O=C(COC(=O)COc1ccccc1[N+](=O)[O-])Nc1ccccc1Br	-0.4%	22%	-11%	i	-2.4%	-11	-16	1.2%	1.6%[50 µM]	-3%
COc1ccccc1CCNC(=O)CN1C(=O)c2ccccc2S1(=O)=O	nt	6%	nt	nt	nt	nt	nt	2.2%	1.2%[50 µM]	-6%

The list continues:
SMILES	West Nile antiviral	SV40 large T antigen	XIAP displacement	Yfh1-off respiration	CSM14.1 death rescue	WT yeast gro inh	WT yeast gro inh mutant strain	RSV CPE inhibition	K1F lysis inhibition	NS5 inhibitors	others
CC(C)(C)c1ccc(C(=O)N2CCC(C(=O)NCc3ccco3)CC2)cc1	-0.3%	7%	-5.5%	i	-0.2%	-10	4	5.7%	3.7%	-7%
CCCc1cc(SCC(=O)Nc2c(C)n(C)n(-c3ccccc3)c2=O)n2c(nc3ccccc32)c1C#N	-0.6%	34%	-5.6%	i	0.6%	-5	8	6.2%	nt	nt
CCN(CC(=O)NC(=O)NCc1ccco1)Cc1nc2ccccc2c(=O)[nH]1	-0.1%	10%	-10%	i	-1.6%	0	1	1.7%	0.9%	-10%
O=C(CSc1nc2ccccc2n1CC(=O)N1CCCC1)NCc1ccc2c(c1)OCO2	-0.2%	2%	-8.7%	i	-1.0%	0	-7	-0.6%	-0.5%	-5%
Nc1c(Cl)cc(Cl)cc1C(=O)OCC(=O)N1CCCC1	-0.3%	4%	-2.4%	i	-1.0%	6	-16	2.8%	6.8%	2%
O=C(Cn1cc(C(F)(F)F)ccc1=O)N/N=C/c1ccc(Cl)c(Cl)c1	-1.2%	4%	-26%	i	1.2%	3	-9	1.4%	-5.1%	5%
O=C(NC(=S)NN1CCCCC1c1cccnc1)c1ccc(Br)cc1 (stereo not drawn)	1.3%	12%	nt	i	nt	nt	nt	0.5%	0.5%	-2%

High-throughput results as filed in PubChem.
